# Screening data deposited in PubChem by Sanford-Burnham Center for Chemical Genomics.
# SENP8 block-1 = blocks human SENP8 cleavage of Nedd8 substrate | Q96LD8 | AID 602440 | 360,000 tested, 0.64% active | inhibition, % at 20 µM | recombinant SENP8, Nedd8 substrate fluorescence; in the data active = inhibition mostly above about 40%, no sharp cut-off; inactive = mostly below about 27%
# SENP6 inh = SENP6 protease inhibition; Q9GZR1; Recombinant SENP6 catalytic domain, aminoluciferin luminescence; inhibition, % at 10 µM; 330,000 tested, 1.8% active; AID 2599;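 active = inhibition above about 50% at the single tested dose, limit read from the data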;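 also: plate controls were DMSO wells with enzyme for no effect and DMSO wells lacking enzyme for full effect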
# Target sequence (Q9GZR1 628-1112 limits assumed): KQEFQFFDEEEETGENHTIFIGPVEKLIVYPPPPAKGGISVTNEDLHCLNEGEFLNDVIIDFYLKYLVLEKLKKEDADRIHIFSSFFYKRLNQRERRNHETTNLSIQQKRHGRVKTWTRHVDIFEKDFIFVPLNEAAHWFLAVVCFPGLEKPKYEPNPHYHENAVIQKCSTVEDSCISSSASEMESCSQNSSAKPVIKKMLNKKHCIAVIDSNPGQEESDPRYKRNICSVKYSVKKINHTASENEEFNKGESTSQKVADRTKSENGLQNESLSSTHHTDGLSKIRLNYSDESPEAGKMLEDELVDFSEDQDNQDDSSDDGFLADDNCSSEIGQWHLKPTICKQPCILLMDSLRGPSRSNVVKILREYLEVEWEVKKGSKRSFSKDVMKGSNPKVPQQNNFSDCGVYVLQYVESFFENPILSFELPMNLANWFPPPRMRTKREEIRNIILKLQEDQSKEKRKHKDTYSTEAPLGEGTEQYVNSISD
# SENP7 block = blocks the human protease SENP7; Q9BQF6; recombinant SENP7, Z-RLRGG-aminoluciferin luminescence, 40 min; inhibition, % at 5 µM; 330,000 tested, 1.5% active; AID 434973;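 active = inhibition above about 50% at the single test dose, limit read from the data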;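 also: plate controls were DMSO with enzyme for no effect and no enzyme buffer wells for full effect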
# A3G deaminase = inhibitors of human APOBEC3G DNA deaminase; Q9HC16; recombinant A3G, ssDNA deamination FAM/TAMRA fluorescence; inhibition, % at 20 µM; 330,000 tested, 0.28% active; AID 493012;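 active = inhibition of at least 40% at 20 µM, with no more than 30% in the related APOBEC3A deaminase screen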;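 also: plate controls were DMSO wells with A3G for no effect and wells lacking A3G enzyme for full effect; some compounds called inactive have numbers as strong as hits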
# Target sequence (Q9HC16 whole entry, looked up): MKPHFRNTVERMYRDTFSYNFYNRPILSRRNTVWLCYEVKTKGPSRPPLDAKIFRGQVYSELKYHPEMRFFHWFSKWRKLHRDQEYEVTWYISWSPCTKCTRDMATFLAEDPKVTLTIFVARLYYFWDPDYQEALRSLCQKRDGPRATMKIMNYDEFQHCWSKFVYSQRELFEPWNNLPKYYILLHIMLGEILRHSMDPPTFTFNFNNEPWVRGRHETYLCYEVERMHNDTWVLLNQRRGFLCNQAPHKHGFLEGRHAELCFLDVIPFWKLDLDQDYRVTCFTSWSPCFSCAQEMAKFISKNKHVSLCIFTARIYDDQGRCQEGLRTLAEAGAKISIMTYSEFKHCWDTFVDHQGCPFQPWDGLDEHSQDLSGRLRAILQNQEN
# SENP1 inh = inhibitors of human SENP1 SUMO protease catalytic domain | Q9P0U3 | recombinant SENP1 catalytic domain, CyPet-SUMO1-YPet FRET cleavage | inhibition, % at 10 µM | 360,000 tested, 0.21% active;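 active = inhibition at least 30% at 10 µM, raw YFP signal under a set limit, fluorescence ratio 0.5 to 1.5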;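 also: 0% = enzyme with DMSO and 100% = no enzyme wells; some results filed as inactive read as strong as hits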
#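 Assay system: hSENP1 catalytic domain, recombinant. Amount: SENP1 enzyme, 20 pM final. Schedule: 50 min reaction, RT, dark. Technique: FRET, CFP and YFP emission. Control set: no-enzyme wells low, DMSO-plus-enzyme wells high control.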
# SENP8 block-2 = blocks the human protease SENP8; AID 2540; 330,000 tested, 1.2% active; inhibition, % at 10 µM; Q96LD8; purified SENP8, Z-RLRGG-aminoluciferin cleavage, luminescence; in the data active = inhibition above about 50%
# Apaf1 inhib = human Apaf-1 inhibition; O14727; reconstituted apoptosome caspase-3 activity, DEVD-Rh110 fluorescence; inhibition, % at 20 µM; 330,000 tested, 0.71% active; active = inhibition of at least 40% at 20 µM;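 also: plate controls were DMSO wells for no effect and DEVD-CHO caspase inhibitor wells for full effect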
#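 Assay system – apoptosome proteins · Medium – Hepes buffer, pH 7.5 · Also added – cytochrome c with DEVD-Rh110 · Timing – 30 min compound preincubation, 50 min activation, room temperature · Detection – Rh110 fluorescence, excitation 480 nm, emission 540 nm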
# UBC13 polyUb = human UBC13 polyubiquitination inhibition. UBC13 polyubiquitin chain formation, TR-FRET. inhibition, % at 20 µM. 330,000 tested, 0.47% active. AID 485273; in the data active = inhibition above about 45%, passing the limit was not always enough
# Target sequence (P61088 whole entry, looked up): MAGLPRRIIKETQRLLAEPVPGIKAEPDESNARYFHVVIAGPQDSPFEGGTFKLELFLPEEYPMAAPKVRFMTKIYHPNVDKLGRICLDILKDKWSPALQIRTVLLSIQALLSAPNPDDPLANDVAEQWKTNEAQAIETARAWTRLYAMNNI
# * marks the source's active call; other numbers are inactive results; x = no result given.
SMILES,SENP8 block-1,SENP6 inh,SENP7 block,A3G deaminase,SENP1 inh,SENP8 block-2,Apaf1 inhib,UBC13 polyUb
COc1ccccc1CNC(=O)C1CC(c2ccccc2[N+](=O)[O-])=NO1 (configuration not stated),-10,-9,3,-3,-1,-4,-9,-7
CC(C(=O)O/N=C(\N)c1ccccn1)c1ccc([N+](=O)[O-])cc1 (configuration not stated),8,10,4,0,1,4,0,-2
OCC(CO)(CO)N=Cc1c(O)ccc2ccccc12,5,-5,24,10,-18,1,19,-11
CCOc1ccc(-c2nnc3sc(COc4ccccc4)nn23)cc1,20,-6,-7,-2,-2,-7,7,-7
Cc1cccc(C(=O)NNC(=O)c2ccc(Cl)cc2)c1O,1,55*,31,-4,2,29,-1,0
Cc1ccc(C(=O)NCc2ccc(Cl)cc2)cc1S(=O)(=O)N1CCCCC1,9,-23,-11,-4,1,-11,14,-1
Cc1cccc(NC(=O)COC(=O)c2ccc3nc(C)c(C)nc3c2)c1,10,-11,-8,-6,1,-17,6,-18
Cc1ccc2cc(COC(=O)c3ccncc3)c(=O)[nH]c2c1,-69,-8,2,8,-3,2,0,9
CC(C)c1ccc(NC(=O)c2cc3c(=O)n(C)c4ccccc4c3n2C)cc1,-36,-15,2,-7,-1,-8,8,10
O=C(Nc1nnc(-c2ccccc2Cl)o1)c1cccnc1,4,37,45,-5,2,23,-8,-17
CNC(=S)N1CCN(C(=O)C2CCCO2)CC1 (configuration not stated),26,14,9,-1,1,-5,3,8
O=C1CN(C(=O)/C=C/c2ccc(Cl)cc2Cl)CCN1,-1,0,11,-2,1,-2,-4,5
CCOC(=O)c1sc(C)c2c(=O)n(CC(=O)c3ccc(Br)cc3)nnc12,40*,-9,4,-9,0,-6,8,3
Cc1cc(C)n2c(SCCO)nnc2n1,10,-13,-2,-3,-1,-11,-10,4
Cc1ccc(O)c(C(CC(=O)NC(C)C)c2ccccc2)c1 (configuration not stated),9,-11,-3,-6,1,-3,-8,14
CC(=O)N/C(=C/c1ccccc1)C(=O)NC(Cc1ccccc1)C(=O)O (configuration not stated),15,8,1,43*,2,-3,-5,1
CC1CCN(C(=S)c2ccc(-c3ccc(Cl)cc3Cl)o2)CC1,32,6,3,17,2,6,12,-14
COC(=O)c1c(NC(=O)COC(=O)CC(NC(C)=O)c2ccccc2)sc(C)c1C (configuration not stated),-24,-13,12,-10,0,-9,11,-5
O=C(NCc1ccc(F)cc1)c1cc2c(s1)CCCC2,18,-20,-4,-2,1,-2,13,-2
O=C1CC(N2CCN(S(=O)(=O)c3ccccc3F)CC2)C(=O)N1c1ccc(F)cc1F (configuration not stated),10,2,-8,-6,4,1,-4,3
Cn1c(=NCC(O)COc2ccccc2)sc2ccccc21 (configuration not stated),5,-8,3,7,1,-9,17,-8
O=C(Cc1nn[nH]n1)NCc1ccccc1Cl,11,-26,-8,-3,-5,-6,1,-11
COc1cc(C)c(NC(=S)Nc2ccc(C)c(Cl)c2)cc1OC,22,-2,8,-7,-1,0,-4,14
COc1ccc(NC(=S)NNC(=O)c2cccnc2)cc1OC,13,-2,5,-7,-1,-1,-2,-2
Cc1cc(C)n(-c2ccc(C(=O)Nc3sccc3C(N)=O)cc2)n1,-234,75*,63*,-4,-5,37,10,5

# Random excerpt: 5 compounds from above.
SMILES,SENP8 block-1,SENP6 inh,SENP7 block,A3G deaminase,SENP1 inh,SENP8 block-2,Apaf1 inhib,UBC13 polyUb
O=C1CN(C(=O)/C=C/c2ccc(Cl)cc2Cl)CCN1,-1,0,11,-2,1,-2,-4,5
Cc1cc(C)n2c(SCCO)nnc2n1,10,-13,-2,-3,-1,-11,-10,4
CC(C)c1ccc(NC(=O)c2cc3c(=O)n(C)c4ccccc4c3n2C)cc1,-36,-15,2,-7,-1,-8,8,10
OCC(CO)(CO)N=Cc1c(O)ccc2ccccc12,5,-5,24,10,-18,1,19,-11
CC(=O)N/C(=C/c1ccccc1)C(=O)NC(Cc1ccccc1)C(=O)O (configuration not stated),15,8,1,43*,2,-3,-5,1

# 4 compounds already listed, arranged by the value under A3G deaminase, rising.
Compound	SENP6 inh	SENP7 block	A3G deaminase	SENP1 inh	UBC13 polyUb
CC(C)c1ccc(NC(=O)c2cc3c(=O)n(C)c4ccccc4c3n2C)cc1	-15	2	-7	-1	10
COc1ccccc1CNC(=O)C1CC(c2ccccc2[N+](=O)[O-])=NO1 (configuration not stated)	-9	3	-3	-1	-7
O=C1CN(C(=O)/C=C/c2ccc(Cl)cc2Cl)CCN1	0	11	-2	1	5
CNC(=S)N1CCN(C(=O)C2CCCO2)CC1 (configuration not stated)	14	9	-1	1	8

# (cont.)
SMILES,SENP8 block-1,SENP6 inh,SENP7 block,A3G deaminase,SENP1 inh,SENP8 block-2,Apaf1 inhib,UBC13 polyUb
Cc1ccc(Nc2nc(N)c([N+](=O)[O-])c(N3CCC(C)CC3)n2)cc1C,24,-18,2,-2,3,-14,24,4
Cc1ccc(S(=O)(=O)N(C)CC(=O)NNC(=O)Cc2ccccc2F)cc1,2,-26,-10,-5,-1,-7,0,-5
COc1ccccc1NC(=O)N1CCCC1C(=O)Nc1nnc(C(C)C)s1 (configuration not stated),-1,-4,11,-6,3,2,5,-3
C[C@@H](NC(=O)C1(c2ccccc2)CCN(C(=O)OC(C)(C)C)CC1)C(=O)N[C@@H](C(=O)O)c1ccccc1,4,-13,7,-7,3,-1,-9,-2
CN(C)C(=O)CCN1CCOCC1,17,12,-4,0,2,4,-6,3
CCOC(=O)C1=C(C)NC2=C(C(=O)C(C(=O)OC)C(C)C2)C1c1ccc(OC)c(O)c1 (configuration not stated),-181,3,-6,5,-5,-1,-7,-4
C/C(=N\NC(N)=O)c1ccc(Cl)s1,16,6,-3,1,0,0,-2,8
CCOc1ccc(OCC)c(NC(=O)CN2CCN(c3cc(C)ccc3C)CC2)c1,25,5,4,-6,2,3,10,-2
CCN1CCCC1CNC(=O)c1ccc2c(c1)NC(=O)/C(=C\c1ccc(OC)c(OC)c1)S2 (configuration not stated),-40,-8,-7,-1,-3,-1,33,23
O=C(COC(=O)c1cncc(Br)c1)NCc1ccc2c(c1)OCO2,-1,-17,-2,-3,-9,13,0,-9
N#CCSc1nc2ccccc2c2nc3ccccc3n12,-132,-23,-4,-7,-4,2,3,-18
CCN(CC)S(=O)(=O)c1ccc(OCC(=O)NC(=O)Cc2ccccc2)c([N+](=O)[O-])c1,6,-3,5,3,-1,4,13,5
O=C(Nc1ccccc1C(=O)N1CCCCCC1)c1cccc([N+](=O)[O-])c1,15,28,-10,-1,0,8,9,-6
O=C(CSC(=S)N1CCOCC1)c1cc2ccccc2oc1=O,-36,9,-7,-4,-70,1,10,-9
Cc1nc2nc(-c3cccnc3)nn2c(C)c1Cl,9,-11,4,-3,-1,-10,0,1
COc1ccc(NC(=O)CN(c2ccccc2)S(=O)(=O)c2ccccc2)c(OC)c1,12,3,3,-1,1,-3,7,0
CCOc1ccccc1CN1CCNC(=O)C1CC(=O)NCCCn1cccn1 (configuration not stated),-42,3,4,-5,-4,-6,-1,0
NC(=O)C1CCN(c2ncnc3c(-c4ccccc4)nsc23)CC1,-271,-19,-3,-5,0,-8,15,7
COc1ccc(CN(C)CC(=O)Nc2sc3c(c2C#N)CCC3)cc1OC,-3,-18,-6,2,-7,-7,18,-12
COc1ccc(Cl)cc1NC(=O)C/C(C)=N/NC(=O)Cc1ccccc1,34,27,-8,-2,2,-12,-2,-7
Cc1ccccc1OCCOCCN1CCCCCC1,11,-3,-10,-5,-4,-8,2,-2
O=C(Cn1c2c(c(=O)n3ncnc13)CCC2)N/N=C/c1cccs1,13,-11,-6,-4,4,1,-14,-5
O=C1CC(N2CCN(c3ccccc3)CC2)C(=O)N1Cc1ccc(Cl)cc1 (configuration not stated),3,-18,1,0,-2,4,5,-3
Fc1ccc(Cc2nnc(-c3cccs3)o2)cc1,12,-20,-2,-5,-1,-14,2,0
CCOc1ccc(NC(=O)c2ccc(CN3CCc4ccccc4C3)cc2)cc1,9,-11,8,-2,0,-4,3,-4

# Continuation.
SMILES,SENP8 block-1,SENP6 inh,SENP7 block,A3G deaminase,SENP1 inh,SENP8 block-2,Apaf1 inhib,UBC13 polyUb
C/C(CC1CC(C)(C)OC1=O)=N/Nc1nc(-c2ccccc2)cs1 (configuration not stated),-18,21,3,-6,11,-5,12,5
Cc1csc(C(C#N)C(=O)c2ccc(S(=O)(=O)N3CCCC3)cc2)n1 (configuration not stated),10,-8,6,0,2,8,0,-3
CC(C)NS(=O)(=O)c1ccc(OCC(=O)NC(C)c2ccccc2)cc1 (configuration not stated),13,4,8,0,2,-2,1,5
O=S(=O)(NCCN1CCOCC1)c1cccs1,4,-27,-5,-12,2,-7,-4,2
Cc1ccc(C#N)c(SCc2cc3c(cc2Cl)OCO3)n1,9,0,-2,-3,0,0,-8,15
CN1CCc2c(sc3nc(NN)n(Cc4ccccc4)c(=O)c23)C1,-52,3,5,-7,-23,2,-9,-22
COc1ccc(CC(=O)Oc2ccc(C(C)(C)C)cc2)cc1S(=O)(=O)N1CCOCC1,-4,-20,-9,-10,2,7,13,5
COc1ccc(-c2nnc(NC(=O)C(C)C)s2)c(OC)c1,-416,6,-5,2,3,6,1,4
CC(OC(=O)c1ccc(Cl)nc1)C(=O)NC1CCCC1 (configuration not stated),3,-2,-7,-10,2,4,1,3
CN(C)c1ccc(/C=N/NC(=O)c2ccn(C)n2)cc1,-420,-4,-5,-1,-6,-16,-8,-9
Cc1ccc(C(NC(=O)NN2CCN(C)CC2)C(Cl)Cl)cc1F (configuration not stated),4,8,0,-9,2,7,-9,2
CCC(=O)Nc1ccc(N2CCN(Cc3ccccc3F)CC2)cc1,14,-18,-7,-8,1,-11,-3,-6
O=C(COc1cccc2c1CCN(Cc1ccccc1)C2=O)NCc1ccco1,-1,-22,-13,-8,0,-6,13,-5
COC(c1ccccc1)(c1ccccc1)C(Oc1nccc(C)n1)C(=O)O (configuration not stated),0,-15,10,-6,-3,-8,1,-8
O=C1Oc2ccccc2C2(O)C3CCCCCC3C12 (configuration not stated),12,-4,1,-5,4,1,-15,-2
COc1ccccc1C(=O)N/C(=C/c1ccco1)C(=O)Nc1ccc(C(=O)O)cc1,-28,-8,0,1,-46,4,5,10
CCCC1c2ccc(C)n2CCN1C(=O)Nc1ccccc1Cl (configuration not stated),-120,-8,3,-3,6,-7,9,-13
COc1ccc(C(c2sc3nc(C)nn3c2O)N2CCCCC2)cc1 (configuration not stated),6,-14,2,-4,2,6,5,3
O=C(Cn1nnc2c(cnn2-c2ccc(F)cc2)c1=O)OC1CCCCC1,-188,-24,4,-5,-8,4,14,6
CCn1cc(C(=O)OCC(=O)c2cc(C)n(-c3ccc(OC(F)F)cc3)c2C)c(=O)c2ccc(C)nc21,4,-4,5,1,0,-7,19,-1
S=c1[nH]nc(-c2cccnc2)n1/N=C/C=C/c1ccccc1,3,8,1,42*,-1,-1,1,-14
CN(C)CCN(C(=O)c1ccc(S(=O)(=O)N(C)CC2CCCO2)cc1)c1nc2cc3c(cc2s1)OCO3 (configuration not stated),0,-5,-11,3,1,0,12,1
Cc1ccc(S(=O)(=O)N2CCN(C(=O)c3n[nH]c(=O)c4ccccc34)CC2)c(C)c1,5,-21,1,-3,2,-8,13,-6
NCCCNc1ccc([N+](=O)[O-])cc1C(F)(F)F,9,3,6,0,0,-2,-2,-4
Fc1ccccc1N1CCN(c2nnnn2-c2ccccc2)CC1,25,-15,5,-7,4,3,1,10
Cc1ccccc1-n1c(SC/C(O)=C(\C#N)c2nc3ccccc3[nH]2)nnc1-c1ccncc1,-167,-14,0,-10,-94,7,10,-13
Cc1nn(Cc2ccc(C(=O)N3CCOCC3)o2)c(C)c1Br,14,-10,-3,-7,-1,-7,-1,2
COc1cccc(NC(=O)CSC(N)=O)c1,3,-26,-6,-5,1,-8,7,16
CCCCC1=CC2=CC(=O)C(C)(OC(=O)c3ccc(Cl)nc3)C(=O)C2=CO1 (configuration not stated),x,-8,3,-9,x,1,-1,-53
